High-throughput results: PubChem, several laboratories
NPY-Y1 antag: antagonists of human neuropeptide Y receptor Y1; HEK293-CNG Y1 cells, membrane potential fluorescence; NPY at EC95, then isoproterenol; P25929; inhibition, % at 3.6 µM; 1% of 200,000 active;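 active = inhibition above the campaign mean inhibition of all tested compounds plus 3 SD, cut at about 20% in these data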;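 also: 0% = DMSO wells given NPY plus isoproterenol and 100% = isoproterenol alone without NPY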
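Benchmarks – high control isoproterenol alone, low control NPY with isoproterenol · Material – HEK293 Y1/CNG channel cell line · Times – dye 3 h, compound 60 min room temperature, stimulation 45 min · Probe or stimulus – NPY (25 nM), isoproterenol (1 µM), Ro 20-1724 (25 µM) · Evaluation – % inhibition of NPY effect · Signal – fluorescence, membrane potential probe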
NPY-Y2 PAM-ag: potentiators or agonists of human neuropeptide Y receptor Y2 | P49146 | cells expressing NPY-Y2, potentiator/agonist read-out | activation, % at 3.6 µM | 0.45% of 220,000 active; in the data active = activation above about 27%;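 also: cells stimulated with NPY near EC25 plus isoproterenol at EC100; 0% = vehicle plus submaximal agonist and 100% = vehicle plus saturating agonist; some results beyond the cut were filed as inactive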
S1P4 ag: human S1P4 receptor agonism. AID 1509. 0.35% of 220,000 active. S1P4-expressing cell line, agonist reporter assay. activation, % at 4.98 µM. O95977; in the data active = activation above about 11%;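 also: 0% = DMSO vehicle and 100% = reference agonist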
eIF4E 4G PPI: eIF4E/eIF4G interaction inhibition in translation initiation | P63073+Q04637 | TR-FRET eIF4E-eIF4GI(517-606) binding, 2 h | inhibition, % at 21.7 µM | 0.37% of 220,000 active;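 active = inhibition above about 30%, limit read from the data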;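 also: 0% = full FRET control wells and 100% = background wells lacking eIF4GI fragment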
S1P4 antagonist: human S1P4 receptor antagonism | O95977 | S1P4-expressing cells, antagonist mode, reporter read-out | inhibition, % at 4.98 µM | 0.26% of 220,000 active; in the data active = inhibition above about 29%;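 also: 0% = wells stimulated with agonist and 100% = vehicle wells without agonist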
NPY-Y1 PAM-ag: potentiators or agonists of human neuropeptide Y receptor Y1. P25929. NPY-Y1 expressing cells, potentiator/agonist activation. activation, % at 3.6 µM. 0.37% of 220,000 active; in the data active = activation above about 33%, passing the limit was not always enough;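 also: cells stimulated with NPY at EC10 then isoproterenol at EC100; 0% = low agonist plus stimulus and 100% = saturating agonist plus stimulus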
PGE2 EP2 inh: blocks the human prostaglandin E2 receptor EP2; 0.52% of 260,000 active; C6 glioma cells expressing human EP2, cAMP TR-FRET; cells stimulated with saturating PGE2; inhibition, % at 25 µM;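 active = percent inhibition above 40 after rounding to a whole number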;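 also: rat C6 glioma host cells with rolipram phosphodiesterase inhibitor present; the protocol text gives 20 µM as final concentration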
EP2 mod: modulates human prostaglandin E2 receptor EP2 signaling. EP2-expressing cells, cAMP HTRF FRET, PGE2 co-stimulation. induction, % at 25 µM. 0.83% of 260,000 active. AID 940;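 active = compounds whose cAMP rise, as percent of the full-agonist control response, exceeds 60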;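 also: rat C6 glioma line stably carrying human EP2 under a CMV promoter; the protocol text gives 20 µM as final concentration; 100% = response of wells given 1 µM PGE2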
p97 ATPase inh: inhibitors of human p97 ATPase; P55072; recombinant p97 ATPase, Kinase-Glo ATP luminescence, 3 h; inhibition, % at 8 µM; 0.42% of 220,000 active; in the data active = inhibition above about 15%;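 also: 0% = DMSO vehicle and 100% = wells lacking enzyme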
Target sequence (P55072 whole entry, looked up): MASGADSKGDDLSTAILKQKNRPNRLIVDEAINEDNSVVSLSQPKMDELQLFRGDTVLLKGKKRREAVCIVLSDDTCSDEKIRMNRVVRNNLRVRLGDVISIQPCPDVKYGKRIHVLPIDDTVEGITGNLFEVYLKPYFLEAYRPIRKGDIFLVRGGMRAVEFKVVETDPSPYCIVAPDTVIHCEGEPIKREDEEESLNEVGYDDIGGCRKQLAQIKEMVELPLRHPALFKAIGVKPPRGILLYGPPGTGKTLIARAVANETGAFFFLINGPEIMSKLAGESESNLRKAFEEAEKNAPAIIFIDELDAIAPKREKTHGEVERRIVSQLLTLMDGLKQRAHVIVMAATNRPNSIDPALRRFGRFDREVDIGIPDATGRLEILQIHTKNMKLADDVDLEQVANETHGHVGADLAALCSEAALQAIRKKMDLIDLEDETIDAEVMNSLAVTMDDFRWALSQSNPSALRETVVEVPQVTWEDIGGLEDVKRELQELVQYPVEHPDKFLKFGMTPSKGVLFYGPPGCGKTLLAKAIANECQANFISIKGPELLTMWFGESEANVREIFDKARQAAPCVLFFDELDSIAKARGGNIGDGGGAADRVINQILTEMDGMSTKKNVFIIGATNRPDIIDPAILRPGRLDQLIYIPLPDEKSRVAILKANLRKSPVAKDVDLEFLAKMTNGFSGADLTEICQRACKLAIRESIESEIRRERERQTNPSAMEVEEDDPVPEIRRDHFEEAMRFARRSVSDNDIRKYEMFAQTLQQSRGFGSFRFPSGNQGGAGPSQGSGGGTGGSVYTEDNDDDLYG
The depositor's hits bear a star; / = no result given; & = joins results of further samples; ! = a repeat was not active; [ ] = another dose, or the depositor's remark. This is a subset (hit frequency here may not be typical).

SMILES	NPY-Y1 antag	NPY-Y2 PAM-ag	S1P4 ag	eIF4E 4G PPI	S1P4 antagonist	NPY-Y1 PAM-ag	PGE2 EP2 inh	EP2 mod	p97 ATPase inh
O=C(Nc1cccc([N+](=O)[O-])c1)Nc1ccc2c(c1)OCCO2	7	-12	1.3	2	-5	-7	5	-84	2
CCOC(=O)c1c(N)sc(C(=O)OC)c1C	2	0	2.0	-3	-16	9	4	5	-1
C/C(=N\NC(=O)c1ccn(C)n1)c1cccc(NC(=O)c2ccc(C)s2)c1	2	-1	1.6	17	-13	9	3	-8	6
NC(=O)c1ccc(Nc2nnc(-c3ccc(O)cc3)c3ccccc23)cc1	1	0	0.2	-3	1	-7	5	13	5
CC(C)(C)c1ccc(C(=O)NC(=S)NCC2CCCO2)cc1 (stereo unspecified)	5	-8	3.2	-1	-15	-8	2	3	4
CCCCNC(=O)c1onc(CSc2cccc(C)c2)c1C(=O)O	20	-32	0.0	3	7	-43	13	7	2
COc1cc(OC)c(C2=NOC(C(=O)NCCc3ccccc3)C2)cc1Cl (stereo unspecified)	-2	2	4.0	2	-9	2	6	-13	0
CCCNC(=O)C(Cc1ccccc1)NS(=O)(=O)c1ccc2c(c1)c(=O)n(C)c(=O)n2C (stereo unspecified)	-3	9	2.4	3	5	2	12	-11	0
COc1ccc(C2c3c(oc4ccccc4c3=O)C(=O)N2Cc2ccncc2)cc1OC (stereo unspecified)	0	10	-0.3	/	-26	5	9	/	0
COC(=O)c1c(C)oc(C)c1S(=O)(=O)NCc1ccc(Cl)cc1Cl	/	-22	-1.3	-3	11	-17	9	33	0
O=C(Nc1nnc(SCc2ccc(Cl)cc2)s1)C1CCCO1 (stereo unspecified)	5	3	-0.5	3[fluorescence artefact?]	7	-2	13	12	-1
CC(C)(O)C#Cc1ccccc1C(=O)NC(CC(N)=O)C(=O)O (stereo unspecified)	-4	23	-0.9	0[fluorescence artefact?]	-16	28	18	12	7
CCOCCn1c(N2CCN(c3ccc(OC)cc3)CC2)nc2c1c(=O)n(C)c(=O)n2C	-6	4	-2.9	9	11	-19	16	4	-4
O=C(CN1C(=O)CCSc2ccccc21)Nc1ccc2c(c1)OCCO2	6	9	1.4	-3	-10	21	5	12	3
O=C(NC(=S)NC1CCCc2ccccc21)c1ccco1 (stereo unspecified)	5	4	3.4	0	1	-8	2	33	-4
CCC1(CC)Cc2ccccc2-c2nc(NCCO)[nH]c(=O)c21	-3	6	0.7	3	7	-5	16&12	69*!	0
O=C(N/N=C/c1ccc(-c2ccc([N+](=O)[O-])cc2)o1)C(O)c1ccccc1 (stereo unspecified)	-2	-2	0.8	5	-11	3	5	-12	-2
Cc1ccc(CC(=O)Nc2ccccc2-c2ccccc2)cc1C	7	-3	-0.6	5[fluorescence artefact?]	2	-38	4	48	-10
O=C(COC(=O)c1ccc(Br)cc1)NCCC1=CCCCC1	6	-9	1.4	1	0	-27	7	14	-4
Cc1ccc(-c2nn(-c3ccccc3)cc2/C=N/NC(=O)c2ccncc2)o1	4	-3	0.4	0	3	20	16	-25	4
c1ccc(C2=Nn3c(nnc3-c3cc(-c4ccccc4)n[nH]3)SC2)cc1	5	-17	1.3	1	-26	-21	12	-32	10
CCN(CC)CCNC(=O)c1[nH]c2ccc(OCc3ccccc3)cc2c1C	1	16	0.3	4	6	1	9	-96	-1
COc1ccc(NS(=O)(=O)c2csc(C(=O)Nc3ccccc3)c2)cc1	-8	18	0.1	1	-13	26	12&8	-103&-80	6
COC(=O)c1cn(NC(=O)c2cc([N+](=O)[O-])ccc2F)c(=O)c2ccccc12	6	-3	5.5	-2	-17	7	9	4	5
COCCn1nnnc1C(CC(C)C)N1CCN(c2cccc(OC)c2)CC1 (stereo unspecified)	11	5	1.4	4	-22	5	10	5	2
Remaining list, next part:
SMILES	NPY-Y1 antag	NPY-Y2 PAM-ag	S1P4 ag	eIF4E 4G PPI	S1P4 antagonist	NPY-Y1 PAM-ag	PGE2 EP2 inh	EP2 mod	p97 ATPase inh
Cc1cc(C)n(-c2nc(NCCC(C)C)c3c4c(sc3n2)COC(C)(C)C4)n1	7	-3	0.2	-8[fluorescence artefact?]	-7	5	/	14	0
CCOC(=O)N1CCC(N(CCOC)C(=S)Nc2cccc(SC)c2)CC1	-6	7	0.9	0	9	10	4	-6	4
CCN(CC)S(=O)(=O)c1ccc(NC(=O)c2ccc(Cl)nc2)cc1	/	18	-0.2	-5	-12	10	5	16	3
Nc1nnc(CC(=O)NCc2ccccc2)s1	-3	3	1.4	1	-20	7	7	7	5
CCN(CC)CCN(Cc1cc2cc(C)c(C)cc2[nH]c1=O)C(=S)NCc1ccco1	9	-22	0.4	5	3	-29	7	-23	5
Cc1ccc2c(CC(=O)N3CCN(S(=O)(=O)c4cccs4)CC3)coc2c1	0	-17	-1.2	-1	-4	-5	10	-21	-2
O=C1CC(N2CCN(c3ccc(Cl)c(Cl)c3)CC2)C(=O)N1 (stereo unspecified)	-3	9	1.1	1[fluorescence artefact?]	-16	3	16	-20	1
Cn1c(NC(=O)C2CC2)cc(=O)n(C)c1=O	0	2	-1.6	6	-4	-8	8	-6	-2
O=C1CC(c2ccccc2)CC(O)=C1C=Nc1cccc(Cl)c1 (stereo unspecified)	4	-1	1.6	2	-26	-9	11	4	3
C/C(CC(=O)Nc1ccccn1)=N\NC(=O)c1cnccn1	/	1	0.6	5	13	7	6	10	-5
CCOc1ccc2nc(NCCCNS(=O)(=O)c3ccccc3)c(C#N)cc2c1	5	-7	4.3	4	7	-35	8&18	-16&-33	-3
O=C(Cn1c(C(F)(F)F)nc2ccccc21)Nc1ccccc1N1CCOCC1	10	-31	1.2	-1	4	9	21	5	-1
O=c1c2c3c(sc2nc2n1CCCCC2)C(O)CCC3 (stereo unspecified)	-3	-21	0.0	2	12	-12	5	-12	0
Cc1ccc(C2NC(=O)CCC2[N+](=O)[O-])cc1 (stereo unspecified)	-5	13	1.6	1	-8	-3	4	16	4
COc1ccc(CCN(C(=O)COc2ccccc2)c2nc(-c3ccccc3)cs2)cc1OC	37*	-54	0.0	0	-27	-26	/	8	-2
O=C(Nc1ccc(Br)cn1)c1ccc2nccnc2c1	4	1	-2.4	/	-6	-4	10	/	2
Cc1cc(OCC(=O)Nc2ccc(N3CCN(C(=O)c4ccco4)CC3)cc2)cc(C)c1Cl	0	-11	-3.0	-41	-12	-14	9	13	-5
CCOc1ccc(NC(=O)CSc2nnc(C3CC3)n2C)cc1	-1	-21	-2.2	2	-18	16	3	-2	-2
Cc1ccccc1CN(c1ccc(C(=O)NCC2CCCO2)cc1)S(C)(=O)=O (stereo unspecified)	2	-11	-0.3	1	-9	6	7	8	-5
O=C(C1CCCN(S(=O)(=O)c2cccc3nonc23)C1)N1CCN(c2ccccc2Cl)CC1 (stereo unspecified)	-4	15	1.8	-6	1	22	6	11	2
CCOC(=O)Cc1ccc(NC(=O)c2cccc([N+](=O)[O-])c2)cc1	-1	11	1.7	-8	-6	18	8	3	-3
Cc1cc(C)c2nc(N3CCN(C)CC3)c(C#N)cc2c1	52*	-48	-1.4	6	-5	-86	6	13	2
CC(C)(C)c1ccc(S(=O)(=O)N2CCN(c3ncccn3)CC2)cc1	-2	9	1.6	-1	-17	-3	5	-1	2
COc1ccc(/C=C/C(=O)Nc2cccc(S(=O)(=O)NC3=NCCCCC3)c2)cc1	/	-2	0.1	-3	-7	-12	11	-11	2
COc1cc(C(=O)NCCOc2ccccc2)c(Br)c(OC)c1OC	2	-22	3.5	-5	11	3	8	-5	-3

An excerpt of these results, with values under each structure.
Below each compound – NPY-Y1 antag | NPY-Y2 PAM-ag | S1P4 ag | eIF4E 4G PPI | S1P4 antagonist | NPY-Y1 PAM-ag | PGE2 EP2 inh | EP2 mod | p97 ATPase inh
O=C(Nc1ccc(Br)cn1)c1ccc2nccnc2c1
    4 | 1 | -2.4 | / | -6 | -4 | 10 | / | 2
Cc1cc(OCC(=O)Nc2ccc(N3CCN(C(=O)c4ccco4)CC3)cc2)cc(C)c1Cl
    0 | -11 | -3.0 | -41 | -12 | -14 | 9 | 13 | -5
CCOc1ccc(NC(=O)CSc2nnc(C3CC3)n2C)cc1
    -1 | -21 | -2.2 | 2 | -18 | 16 | 3 | -2 | -2
Cc1ccccc1CN(c1ccc(C(=O)NCC2CCCO2)cc1)S(C)(=O)=O (stereo unspecified)
    2 | -11 | -0.3 | 1 | -9 | 6 | 7 | 8 | -5

(cont.)
SMILES	NPY-Y1 antag	NPY-Y2 PAM-ag	S1P4 ag	eIF4E 4G PPI	S1P4 antagonist	NPY-Y1 PAM-ag	PGE2 EP2 inh	EP2 mod	p97 ATPase inh
CCNC(=O)c1c(O)c2cccc3c2n(c1=O)CC3	2	3	2.4	3	-9	-21	14	61*	5
CC(C)(C)c1nnc2sc(SCC(=O)c3ccc4c(c3)OCCO4)nn2c1=O	3	-3	0.9	-1	-9	-28	11	-68	2
Cc1ccc(-c2cc(C(=O)NCCCn3ccnc3)no2)cc1	1	2	0.7	0	-16	6	16	-67	3
COc1ccc(-c2cc(C(F)(F)F)c(C#N)c(SCC(=O)Nc3ccccc3C#N)n2)cc1	2	-1	-0.4	-26	-21	-2	20	7	-3
O=C(O)c1cccc(Cn2c(Cl)c(/C=N/NC(=O)c3ccccc3)sc2=O)c1	-6	-1	0.8	6[fluorescence artefact?]	-25	10	11	12	-3
Cc1n[nH]c(C)c1CNCc1c(C(=O)N2CCCCCCC2)nc2ccc(Cl)cn12	/	-17	1.4	-1	-12	14	4	13	5
COc1ccc2cc(C#N)c(Nc3cccc(F)c3)nc2c1	2	2	0.8	-3	-4	0	5	37	5
COc1ccccc1NC(=S)NCCN1CCOCC1	4	9	0.5	-1	-16	-8	7	1	3
CCCC(=O)NC(=S)Nc1cccc(Cl)c1N1CCCC1	10	-13	-0.7	-4	-5	-32	7	46	-9
Cc1ccc(NC(=O)C2=C(O)c3ccccc3N(C)S2(=O)=O)cc1	-4	24	-0.8	3	-15	7	8	-2	5
COC(=O)c1sc(S(=O)(=O)NCCCN(C)C)c(C(=O)OC)c1C	3	2	-1.1	0	7	4	5	-25	4
CC1CCCCC1n1c(=S)[nH]c2ccccc2c1=O (stereo unspecified)	-8	6	-0.3	0	18	11	5	-13	3
CCOc1ccc(-c2nnc3n2N=C(c2ccc(OC)cc2)CS3)cc1	0	-20	-0.9	-1	1	-6	3	75*	-6
CC1=CC(c2ccccc2)=Nc2ccc(C)cc2N1	-2	1	1.3	16	7	3	7	15	-3
CCNC(=S)N/N=C(\C)c1ccc(N2CCOCC2)cc1	0	9	-0.2	-39[fluorescence artefact?]	-6	-7	7	11	-5
c1ccc(CN2CCN(Cc3cn4cccnc4n3)CC2)cc1	-3	-5	-1.7	5	5	9	5	17	4
NC(=S)N/N=C/c1ccc(-c2ccc([N+](=O)[O-])cc2)o1	2	-6	-0.9	1	-1	3	5	-33	9
Cc1ccc(NC(=O)c2ccc(Cl)c(N3C(=O)C=CC3=O)c2)cc1	5	-3	-2.3	15	-3	27	125*	-38	5
CCOC(=O)C1=C(C)Nc2nc(C)nn2C1c1ccc(OCC)c(OC)c1 (stereo unspecified)	-6	-13	0.0	2	7	3	6	11	-3
COCC(=O)N/N=C(\C)CC(=O)NCc1ccco1	-4	-22	-1.4	2	2	16	10	29	2
CCOc1ccc(-c2nc(C)c(C(C)=O)n2O)cc1	6	1	2.3	0	-13	23	3	-11	-6
O=c1ncn(-c2ccc(F)cc2)c2ncccc12	0	-7	5.5	4[fluorescence artefact?]	5	-10	6	-14	4
CC(C)c1ccc(OCc2nc(-c3ccccn3)no2)c(Br)c1	4	3	-0.6	4	5	-8	21	-21	-2
COc1ccc(N2C(=O)CC(C#N)=C2N)cc1	-1	-3	-0.6	-2	-10	15	11	1	-3
